From PubChem BioAssay
PvdQ acylase: P. aeruginosa PvdQ acylase inhibitors, primary screen, biochemical, fluorescence, plate reader and imaging, single point | PvdQ acylase [Pseudomonas aeruginosa LESB58] | purified PvdQ acylase | inhibition, % at 10 µM | 340,000 compounds, 0.063% hits; in the data active = inhibition above about 30%, passing the limit was not always enough;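 also: 0% = vehicle neutral wells and 100% = reference inhibitor wells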
cardiac RTF act: cardiac RTF calcium sensitivity activators, primary screen, biochemical, IANBD-TnC fluorescence, EC20 calcium | IANBD-labeled TnC RTF fluorescence at EC20 calcium; 0% EC20 calcium, 100% full calcium | activation, % at 7.2 µM | 340,000 compounds, 0.24% hits;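 active = activation above the mean over all tested compounds plus 3 SD, cut at about 30% in these data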;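 also: rise in fluorescence read as greater calcium sensitivity of cardiac thin filaments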
CDK5 inh: inhibitors of human CDK5/p35 kinase, primary screen, biochemical, single concentration; Recombinant CDK5/p35, ADP-Glo luminescence, 60 min; inhibition, % at 10 µM; 330,000 compounds, 0.01% hits;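 active = highest replicate inhibition of at least 50% and at least 75% of replicates reaching 50%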;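 also: plate controls were DMSO neutral control for no effect and GW8510 at 10 µM for full effect; many of its hits are not listed in these tables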
Rtt109 Vps75: inhibitors of C. albicans Rtt109/Vps75 HAT, primary screen, biochemical, ThioGlo CoA-SH fluorescence, plate reader | purified Rtt109/Vps75, 4 h | Histone acetyltransferase RTT109 (Candida albicans (strain SC5314 / ATCC MYA-2876)), … | 330,000 compounds, 0.16% hits | AID 540336, 2011 | inhibition, % at 34.9 µM;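 active = inhibition of at least 50% in every replicate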
Target sequence (Q5AAJ8 whole entry, looked up): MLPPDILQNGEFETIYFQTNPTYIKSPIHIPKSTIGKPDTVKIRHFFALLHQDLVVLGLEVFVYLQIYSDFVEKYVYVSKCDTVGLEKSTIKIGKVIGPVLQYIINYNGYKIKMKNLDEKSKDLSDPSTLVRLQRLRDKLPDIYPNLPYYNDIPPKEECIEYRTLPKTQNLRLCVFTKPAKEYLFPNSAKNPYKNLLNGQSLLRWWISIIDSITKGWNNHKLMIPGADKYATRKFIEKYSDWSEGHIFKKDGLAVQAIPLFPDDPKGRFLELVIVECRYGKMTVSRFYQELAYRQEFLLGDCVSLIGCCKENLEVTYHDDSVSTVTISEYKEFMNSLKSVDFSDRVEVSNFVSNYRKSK
NSD2 HMT inh: NSD2 histone methyltransferase inhibitors, primary screen, biochemical, AlphaScreen, single concentration, set 2 | 310,000 compounds, 0.54% hits | inhibition, % at 12.5 µM | AID 743445, 2014 | NSD2 peptide methylation, 120 min; in the data active = inhibition above about 50%
RTF Ca sens inh: cardiac RTF calcium sensitivity inhibitors, primary screen, biochemical, IANBD-TnC fluorescence, EC70 calcium. Troponin I, cardiac muscle (Homo sapiens) + Troponin T, cardiac muscle (Homo sapiens) + …. IANBD-labeled cardiac RTF, Ca2+ fluorescence. inhibition, % at 7.15 µM. 340,000 compounds, 0.12% hits. AID 493244, 2011;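 active = inhibition above the mean inhibition of all tested compounds plus 3 SD, cut at about 17% in these data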;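 also: assay run at fixed EC70 calcium of 1.6 mM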
dFosB activator: activators of delta FosB homodimer, primary screen, biochemical, fluorescence polarization, TAMRA-CDK5 oligo, single point | Protein FosB (Mus musculus), P13346 | purified delta FosB; percent of positive-control signal above neutral wells | activation, % at 25 µM | 340,000 compounds, 0.99% hits | AID 493131, 2011;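 active = mean activation above about 17%, with every replicate also reaching it, limit read from the data, passing the limit was not always enough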;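 also: fluorescence polarization rise as delta FosB binds a TAMRA Cdk5 AP-1 oligo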
PfHsp90 yeast 2: growth inhibition of PfHsp90-expressing yeast, primary screen, antimalarial PfHsp90 inhibitor project, S. cerevisiae, BacTiter-Glo luminescence, single point, set 2; BacTiter-Glo ATP, 48 h; yeast lacking PDR1 and PDR3 efflux regulators; inhibition, % at 9.4 µM; 310,000 compounds, 0.32% hits; AID 504621, 2011;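 active = every replicate shows inhibition above about 80%, whatever the replicate mean, limit read from the data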;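 also: 0% = DMSO neutral controls and 100% = 20 µM radicicol positive controls; yeast relying on Plasmodium falciparum Hsp90 in place of its own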
C-LANA FP: inhibitors of KSHV C-LANA binding to DNA, primary screen, biochemical, fluorescence polarization, FAM-LBS DNA, MBP-C-LANA, single point. Kaposi's sarcoma herpesvirus LANA C-terminal domain (residues 932-1162) DNA binding. inhibition, % at 9 µM. 340,000 compounds, 0.078% hits. AID 504423, 2011;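 active = highest replicate inhibition at or above 60% at 9 µM, even if other replicates fall short; inactive = all replicates below 60% inhibition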;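 also: 0% = neutral control wells and 100% = 4 µM acridine orange control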
Mot1-301 SUMO: yeast Mot1-301 growth rescue at high temperature, primary screen, SUMOylation pathway inhibitor project, S. cerevisiae, ATP luminescence, 38.5C; S. cerevisiae Mot1-301 growth rescue; percent above DMSO median, 100 means doubled; growth rescue, % at 18.8 µM; 320,000 compounds, 1% hits; AID 2716, 2010;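 active = every valid replicate shows activation above 250% relative to neutral control wells; inactive = the rest, any valid replicate at or below 250%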;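 also: OY570 slx delta 5 strain wells were the positive control but not used for scaling; some compounds called inactive have numbers as strong as hits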
Keap1-Nrf2 PPI: Keap1-Nrf2 protein-protein interaction inhibitors, primary screen, biochemical, fluorescence polarization, single point; Keap1 Kelch-Nrf2 peptide fluorescence polarization, 1536-well; 340,000 compounds, 0.15% hits; inhibition, % at 9.4 µM; in the data active = inhibition above about 12%;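 also: human Keap1 Kelch domain with fluorescein labeled Nrf2 9mer peptide probe; 0% = neutral control wells and 100% = peptide positive control; higher means more block of Keap1 binding to Nrf2 peptide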
Target sequence (Q14145 whole entry, looked up, the tested form may be a part): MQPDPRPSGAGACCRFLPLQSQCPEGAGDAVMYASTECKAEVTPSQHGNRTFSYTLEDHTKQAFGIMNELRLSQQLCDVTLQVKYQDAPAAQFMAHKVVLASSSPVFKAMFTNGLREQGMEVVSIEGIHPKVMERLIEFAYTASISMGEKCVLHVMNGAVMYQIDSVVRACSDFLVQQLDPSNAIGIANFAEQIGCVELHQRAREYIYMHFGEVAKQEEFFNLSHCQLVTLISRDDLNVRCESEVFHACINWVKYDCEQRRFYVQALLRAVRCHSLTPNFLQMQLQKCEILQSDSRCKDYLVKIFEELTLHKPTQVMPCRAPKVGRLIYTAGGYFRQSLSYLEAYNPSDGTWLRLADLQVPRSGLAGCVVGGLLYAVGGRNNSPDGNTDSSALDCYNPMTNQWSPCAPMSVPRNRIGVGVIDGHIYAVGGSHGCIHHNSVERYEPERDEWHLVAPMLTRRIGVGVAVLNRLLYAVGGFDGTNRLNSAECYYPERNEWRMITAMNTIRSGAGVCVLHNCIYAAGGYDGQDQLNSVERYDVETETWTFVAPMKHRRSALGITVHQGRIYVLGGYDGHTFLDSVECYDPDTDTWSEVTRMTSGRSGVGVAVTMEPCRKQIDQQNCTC
Active calls of the source: *; . = not tested or not shown.

SMILES	PvdQ acylase	cardiac RTF act	CDK5 inh	Rtt109 Vps75	NSD2 HMT inh	RTF Ca sens inh	dFosB activator	PfHsp90 yeast 2	C-LANA FP	Mot1-301 SUMO	Keap1-Nrf2 PPI
Cc1cc(Cl)c(S(=O)(=O)N(C)C)cc1OCC(N)=O	-9	6	-1.1	14	-1	-1	-3	-5	0.4	129	5
CC(OC(=O)CCC(=O)c1cccs1)C(=O)Nc1ccccc1[N+](=O)[O-] (stereo not given)	8	3	2.3	4	0	-4	6	-8	-0.6	12	-1
COc1ccc(OC)c(C(=O)NC(CC(N)=O)c2ccc(NC(C)C)c([N+](=O)[O-])c2)c1 (stereo not given)	-7	6	1.3	-8	.	1	2	0	-0.7	25	-4
Cc1ccc(NC(=O)C(C)Sc2nc(=O)cc(N)n2-c2ccccc2)cc1 (stereo not given)	-3	-2	1.2	6	4	-3	-5	5	0.4	691	2
N/C(=N\OC(=O)c1ccc(Cl)cc1Cl)c1ccccc1	-10	3	7.2	9	-12	-4	0	-4	-0.5	-13	1
O=C(CN1CCCCC1)NC(=O)NCc1ccccc1	-14	2	0.7	3	1	-1	9	-4	0.1	-13	0
CC(C)(CNC(=O)c1ccc(-c2cccc(C(F)(F)F)c2)o1)N1CCOCC1	-9	-4	-5.7	-1	1	-3	-9	.	0.7	114	0
CC(=O)c1c(C)[nH]c(C(=O)Nc2ccc(Cl)c(S(=O)(=O)N(C)C)c2)c1C	-8	5	0.4	-1	27	-6	-33	21	0.7	.	-3
O=C(NC1CC1)c1ccc(CS(=O)c2ccc(Br)cc2)o1 (stereo not given)	-10	-6	0.3	-11	-2	0	0	-9	-1.5	-3	1
O=C(C1=C[C@H](c2csc3ccccc23)C[C@H](OCc2ccc(CO)cc2)O1)N1CCN(Cc2ccc3c(c2)OCO3)CC1	-11	8	-0.3	-2	.	-3	-10	.	4.6	-21	-8
Cc1ccc(/C=N/N2CCN(Cc3ccccc3)CC2)cc1	-17	0	-0.9	.	4	-8	4	48	0.9	9	-1
COc1ccccc1NC(=O)CSc1nccn1Cc1ccccc1	-10	3	-3.6	-3	11	0	-5	0	-1.4	3	-10
O=C(Nc1nc2n(n1)C(c1ccccc1)C=C(c1ccccc1)N2)c1ccco1 (stereo not given)	1	-1	0.3	-2	0	-7	-7	13	-0.5	1	0
CCOC(=O)c1nnn(-c2nonc2-n2cccc2)c1CN1CCC(C(=O)OCC)CC1	-7	-7	-0.6	5	1	-3	4	12	-0.6	-12	-5
O=C(N/N=C/c1ccoc1)c1cccc([N+](=O)[O-])c1	-4	-1	-0.2	-12	-3	-4	-15	12	0.3	-1	-1
O=C(CN1C(=O)C2CC=C(Cl)CC2C1=O)Nc1ccc(C(=O)O)cc1 (stereo not given)	4	-4	-0.3	3	4	-1	0	.	1.6	-2	2
CCOc1cc(C(=S)N2CCCC2)ccc1OC	-18	6	1.8	-6	-3	-7	6	-14	-2.1	136	-3
O=C1Cc2cc(S(=O)(=O)N3CCCCC3)ccc2N1	-14	-2	-0.8	14	.	-4	-11	5	-2.0	-17	1
CC(=O)C(=Cc1cc(C)n(-c2ccccc2)c1C)C(C)=O	-2	-1	-8.3	1	0	-1	-9	-13	2.1	103	-5
Cc1ccc(C#N)c(SCc2cc3c(cc2Cl)OCO3)n1	4	1	-0.4	-7	1	-3	9	14	-2.1	0	-6
O=C(O)c1ccc2c(=O)n3c(nc2c1)/C(=C/c1ccc(Cl)cc1Cl)CC3	7	-4	0.2	-3	0	-1	-5	-27	-1.9	5	-5
OC(C#CCN1CCCC1)c1ccccc1 (stereo not given)	-2	-1	1.3	-1	-2	-11	-1	-17	-0.9	-1	2
CC(=O)c1ccc(N2CCN(C(=O)c3ccc(Br)cc3)CC2)c(F)c1	-16	-3	1.3	-3	-1	2	-8	71	-0.1	-10	-4
CCCNC(=O)C1(CC2CC(c3ccccc3)=NO2)CCN(C(=O)Cc2ccc(F)cc2)CC1 (stereo not given)	-15	7	1.5	3	.	1	-12	10	1.4	39	-3
Cc1ccc(C(=O)Nc2cccnc2)cc1Cl	-13	8	-1.0	2	-1	-3	4	-16	2.0	15	-5
Cn1cc(CN2CCCC(C(=O)Nc3cccc(-c4cc5ccccc5[nH]4)c3)C2)cn1 (stereo not given)	19	0	-3.5	26	11	1	-2	9	-1.8	18	0
COC(=O)c1sc2ccccc2c1NC(=O)c1ccc(S(=O)(=O)N2CC(C)CC(C)C2)cc1 (stereo not given)	-31	-2	-3.9	2	-1	-23	-5	8	0.2	371	-3
CCN(C(=O)COC(=O)c1cc2ccccc2cc1OC)c1c(N)n(Cc2ccccc2)c(=O)[nH]c1=O	7	-2	-0.1	7	-1	-7	-9	.	-0.7	.	-4
CCOC(=O)[C@@H]1[C@H]2COc3ccccc3[C@@H]2N2C(=O)N(c3cccc(C)c3)C(=O)[C@@]12C	8	-1	-0.3	3	.	-9	-1	-23	0.0	27	6
OCCN1CCOCCOc2ccccc2OCCOCC1	1	-1	0.6	1	1	-2	1	56	-2.2	16	1
CCOc1ccc(C(=O)OCC(=O)N2CCCC2)cc1	-6	-9	-0.2	-1	-1	-6	-2	11	-0.8	-7	-2
O=c1c2c([nH]c3ccccc13)C(=C1CCCC1)CC2	12	-4	2.6	-18	.	11	-16	-7	7.2	116	0
Cc1ccc(S(=O)(=O)N2CCN(C(=O)COC(=O)CC(C)c3ccccc3)CC2)c(C)c1 (stereo not given)	-5	-6	0.1	10	1	-12	-9	9	0.5	.	-5
COC(=O)c1ccc(NC(=O)CN2C(=O)c3ccccc3S2(=O)=O)cc1	12	-5	0.1	10	3	-2	-8	17	-1.1	129	-2
O=C(CNC(=O)c1ccc2ccccc2c1)NCc1ccc(F)cc1	5	0	0.0	8	-1	1	2	6	0.3	59	-5
CCOCCCNS(=O)(=O)c1ccc(NC(=O)CN2C(=O)c3ccccc3C2=O)cc1	-1	-4	0.0	1	-5	4	-7	4	2.6	0	2
CCCN(CCC)c1nc(N)nc(-c2cc(Cl)ccc2OC)n1	10	-2	0.7	23	-1	5	-7	14	28	-10	-3
O=C(CNC(=O)C1COc2ccccc2O1)N/N=C\c1ccc(Br)cc1 (stereo not given)	-1	4	.	-1	-8	3	-7	5	-0.9	8	1
CCOc1ccccc1-n1c(C)cc(C=O)c1C	-15	1	-0.3	-5	5	-3	-1	-4	-2.7	.	-3
CCCC/C(O)=C1\C(=O)CC(C)(C)CC1=Nc1ccccc1OC	-12	-1	2.0	-1	-6	1	-1	23	0.1	6	3
CCOc1ccc(C2SCC(=O)N2c2c(C)n(C)n(-c3ccccc3)c2=O)cc1 (stereo not given)	-9	4	0.1	1	-3	-3	-4	-25	2.2	7	-6
CC(=O)N1c2ccc(S(=O)(=O)N3CCC(C(=O)N4CCC(C)CC4)CC3)cc2CC1C (stereo not given)	-2	-2	.	3	-4	-1	-7	-47	0.5	3	-2
O=C(CNC(=O)c1ccncc1)N/N=C/c1ccc(O)cc1O	-13	0	-0.1	0	-18	-7	-1	-5	-0.6	175	-5
O=C(NC1CCCC1)C(c1cccs1)N(C(=O)c1csnn1)c1ccccc1F (stereo not given)	-5	1	-2.2	-5	0	0	-7	6	-0.8	-7	0
CCc1nc(C)ccc1OCC(=O)N1CCc2c([nH]c3ccccc23)C1c1ccccn1 (stereo not given)	0	10	-2.6	7	2	5	-14	15	-2.4	-10	-5
Cc1ccc(OCc2occc2C(=O)O)cc1	-8	-7	1.7	-6	1	0	7	3	-0.4	.	-1
O=c1c(Cc2c(F)cccc2Cl)c(O)ccn1C1CCCCCC1	3	-1	1.3	20	-8	2	-8	-34	0.0	-4	-5
Cc1ccc(NC(=O)CCS(=O)(=O)c2cccc3nonc23)cc1	-12	3	0.6	-7	-3	1	-3	-3	-1.0	-30	-1
CCC(CO)Oc1cc(NCc2cccc(OC)c2)c2ncn(C(C)C)c2c1 (stereo not given)	-9	-5	-0.9	6	.	-3	-3	11	-0.7	1	-6
COc1ccccc1NC(=O)COC(=O)CN1C(=O)C(=O)c2ccccc21	-15	5	-3.7	8	-2	-13	-8	17	0.7	-2	-3
C=CCNc1ncnc2c1[nH]c1ccccc12	-7	1	2.3	-10	1	-15	-1	-10	0.2	.	0
CCOC(=O)C(NC(=O)CC)C(O)c1cccc([N+](=O)[O-])c1 (stereo not given)	-1	1	1.7	6	-2	-9	-7	-21	0.6	45	-6
O=C(CSc1ncn(-c2ccccc2)n1)NCc1ccccc1	-13	-1	1.4	3	-1	-2	-4	1	-1.7	12	-6
CN(C)c1ccc(C2C3CCCc4ccccc4C3=NN2C)cc1 (stereo not given)	-8	-4	-0.9	4	10	1	5	-10	1.7	5	-1
Cc1ccccc1N1CCN(S(=O)(=O)CC23CCC(CC2=O)C3(C)C)CC1 (stereo not given)	-3	4	-0.8	1	-1	-2	-1	7	-1.6	-5	-2
CCCNc1ccc(S(=O)(=O)N(CC)CC)cn1	-13	-4	-2.9	1	-1	-23	-1	19	-0.1	-12	-3
Cc1oc2c(C)c(O)ccc2c(=O)c1-c1cnn(-c2ccccc2)c1	-9	3	0.5	0	2	-5	14	-8	1.1	-6	-2
COCCN(C(=O)Cn1nnc2ccccc21)C(C(=O)NC1CCCCC1)c1ccc(OC)cc1OC (stereo not given)	10	-5	1.0	22	3	-1	-14	6	-1.3	119	5
Cc1nc2cc(NC(=O)c3ccc(N4C(=O)CCC4=O)cc3)ccc2s1	2	-2	-2.2	-2	3	-1	-6	16	0.4	-20	3
CS(=O)(=O)N(CC(=O)NCCC1=CCCCC1)c1ccc2c(c1)OCO2	-7	-1	-2.4	2	0	-8	-5	-8	-0.8	-22	-3

This is a random part of the collection; any-hit rate near 3.2%.
